# Screening results deposited in PubChem by several laboratories.
# p97 ATPase inh: human p97 ATPase inhibition. P55072. recombinant p97 ATPase, Kinase-Glo ATP luminescence, 3 h. inhibition, % at 8 µM. hit rate 0.42% among 220,000; in the data active = inhibition above about 15%;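 also: 0% = DMSO vehicle and 100% = wells lacking enzyme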
# Mdm2 ligase inh: blocks human Mdm2 ubiquitin ligase activity; Q00987; cell-based MDM2 ubiquitination luciferase reporter, 2 h; 0 = plate control, 100 = twice control, blank-subtracted; signal enhancement, % at 5 µM; hit rate 0.11% among 210,000; AID 1230;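 active = signal enhancement of 30% or more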;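 also: luminescence tracks abundance of the self-degrading MDM2-luciferase fusion protein; higher signal means inhibition of MDM2 E3 ligase activity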
# Target sequence (Q00987 whole entry, looked up, the tested form may be a part): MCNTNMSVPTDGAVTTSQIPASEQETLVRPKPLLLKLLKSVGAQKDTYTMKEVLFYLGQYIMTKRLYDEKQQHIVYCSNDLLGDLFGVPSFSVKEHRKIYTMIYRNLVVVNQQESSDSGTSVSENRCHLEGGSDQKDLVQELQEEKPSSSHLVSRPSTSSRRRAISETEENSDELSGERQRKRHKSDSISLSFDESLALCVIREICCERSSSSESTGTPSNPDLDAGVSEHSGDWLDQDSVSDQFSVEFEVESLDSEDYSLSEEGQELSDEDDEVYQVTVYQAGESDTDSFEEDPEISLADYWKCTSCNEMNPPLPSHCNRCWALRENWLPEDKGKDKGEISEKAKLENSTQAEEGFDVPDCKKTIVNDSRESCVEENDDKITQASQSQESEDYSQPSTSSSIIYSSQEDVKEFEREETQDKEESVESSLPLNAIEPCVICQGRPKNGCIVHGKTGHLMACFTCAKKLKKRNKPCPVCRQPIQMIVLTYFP
#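 Material: Stable MDM2–luciferase fusion reporter cells | Amount: 2000 cells seeded into each well | Dosing: One concentration, 5 µM, with 0.2% DMSO | Incubation: 4 h cell settling then 2 h compound exposure, 37 °C | Measured by: Luciferase luminescence | Read-out basis: % enhancement relative to plate controls after blank subtraction | Benchmarks: Control and blank well means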
# NPY-Y1 PAM-ag: human NPY-Y1 potentiation or agonism, primary screen; NPY-Y1 expressing cells, potentiator/agonist activation; hit rate 0.37% among 220,000; activation, % at 3.6 µM; P25929; in the data active = activation above about 33%, passing the limit was not always enough;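 also: cells stimulated with NPY at EC10 then isoproterenol at EC100; 0% = low agonist plus stimulus and 100% = saturating agonist plus stimulus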
# Runt-CBFb FRET: Runt domain-CBFb interaction inhibition; Q01196+Q13951; Cerulean-Runt/Venus-CBFb FRET ratio 530/480, 1 h; inhibition, % at 20 µM; hit rate 0.46% among 220,000;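 active = inhibition over about 50% at 20 µM in the single-dose screen, limit read from the data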;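 also: 0% = DMSO wells and 100% = excess unlabeled CBFb competitor control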
#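 Buffer or medium: Tris pH 7.5 buffer with BSA. Assay system: Cerulean-labeled Runt domain protein. Amount: each fluorescent fusion protein 100 nM. Read-out basis: loss of energy transfer signal. Incubation: 1 h compound exposure, room temperature. Probe or stimulus: Venus-CBFb binding partner, 100 nM. Detection: FRET, excitation 422 nm, emission at 530 and 480 nm.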
# NPY-Y1 antag: antagonists of human neuropeptide Y receptor Y1. AID 1040. HEK293-CNG Y1 cells, membrane potential fluorescence; NPY at EC95, then isoproterenol. hit rate 1% among 200,000. inhibition, % at 3.6 µM. P25929;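 active = inhibition above the campaign mean inhibition of all tested compounds plus 3 SD, cut at about 20% in these data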;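 also: 0% = DMSO wells given NPY plus isoproterenol and 100% = isoproterenol alone without NPY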
#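 Assay system: HEK293 cells with Y1 receptor plus CNG channel | Probe or stimulus: NPY (25 nM), isoproterenol (1 µM), Ro 20-1724 (25 µM) | Timing: Compound incubation 1 h at room temperature, readout 45 min post-stimulation | Measured by: Membrane-potential fluorescent dye readout | Benchmarks: High control isoproterenol alone, low control NPY with isoproterenol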
# NPY2 pot ag: human NPY-Y2 potentiation or agonism, primary screen. P49146. cells expressing NPY-Y2, potentiator/agonist read-out. activation, % at 3.6 µM. hit rate 0.45% among 220,000. AID 1359; in the data active = activation above about 27%;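 also: cells stimulated with NPY near EC25 plus isoproterenol at EC100; 0% = vehicle plus submaximal agonist and 100% = vehicle plus saturating agonist; some results beyond the cut were filed as inactive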
# Target sequence (P49146 whole entry, looked up): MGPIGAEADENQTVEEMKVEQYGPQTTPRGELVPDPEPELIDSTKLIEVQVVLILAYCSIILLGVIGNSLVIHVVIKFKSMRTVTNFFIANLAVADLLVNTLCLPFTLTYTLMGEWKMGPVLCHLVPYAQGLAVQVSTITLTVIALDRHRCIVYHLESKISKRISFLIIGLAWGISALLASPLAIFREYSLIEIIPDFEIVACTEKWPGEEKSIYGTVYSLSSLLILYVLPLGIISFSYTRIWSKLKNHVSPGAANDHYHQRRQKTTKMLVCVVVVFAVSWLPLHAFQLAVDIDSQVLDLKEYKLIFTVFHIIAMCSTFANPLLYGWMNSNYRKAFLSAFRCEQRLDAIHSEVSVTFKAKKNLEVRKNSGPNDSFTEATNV
# Runt-SMMHC FRET: Runt domain-CBFb-SMMHC interaction inhibition; inhibition, % at 20 µM; Q01196+Q13951; hit rate 0.74% among 220,000; Cerulean-Runt/Venus-CBFb-SMMHC FRET ratio 530/480, 1 h;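 active = mean inhibition across duplicate retests at 20 µM reaching about 50%, limit read from the data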;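 also: 0% = DMSO wells and 100% = wells with excess untagged CBFb-SMMHC; inhibitors lower the FRET ratio by blocking Runt binding to CBFb-SMMHC; some results filed as inactive read as strong as hits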
# Hck-Nef inh: inhibitors of human Hck kinase activated by Nef. P08631. Recombinant Hck-YEEI plus Nef, Z-Lyte FRET kinase assay. inhibition, % at 20 µM. hit rate 0.68% among 220,000. AID 463187;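 active = Hck-Nef kinase inhibition above about 50%, limit read from the data; inactive = inhibition below that limit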;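 also: 0% = DMSO with Hck plus Nef and 100% = Hck alone without Nef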
# RBBP9 inhibitor: blocks human serine hydrolase RBBP9; recombinant RBBP9, FP-Rh probe fluorescence polarization; inhibition, % at 7.94 µM; hit rate 0.2% among 220,000;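 active = inhibition above the campaign mean of all tested compounds plus 3 SD, cut at about 14% in these data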;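 also: plate controls were DMSO wells with RBBP9 for no effect and wells lacking RBBP9 protein for full effect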
# Target sequence (O75884 whole entry, looked up): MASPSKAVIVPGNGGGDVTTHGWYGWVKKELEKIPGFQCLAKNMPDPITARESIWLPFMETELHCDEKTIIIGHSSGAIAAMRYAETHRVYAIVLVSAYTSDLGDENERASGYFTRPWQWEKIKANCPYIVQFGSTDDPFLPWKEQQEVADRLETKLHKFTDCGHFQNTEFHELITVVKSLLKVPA
#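 Material: RBBP9 protein. Amount: RBBP9 at 2.5 µM in dispensed solution, before mixing. Schedule: 30 min then 45 min, 25 °C. Medium: Tris buffer pH 8.0, NaCl, Pluronic. Measured by: fluorescence polarization. Measure: percent inhibition from mP, scaled between DMSO and no-protein wells. Replication: one well per compound.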
# The depositor's hits bear a star; . = no result given.
SMILES,p97 ATPase inh,Mdm2 ligase inh,NPY-Y1 PAM-ag,Runt-CBFb FRET,NPY-Y1 antag,NPY2 pot ag,Runt-SMMHC FRET,Hck-Nef inh,RBBP9 inhibitor
CS(=O)(=O)N(CC(=O)N1CCN(c2ccccc2)CC1)c1ccccc1Cl,-4.6,.,-19.6,.,9.9,-8.5,.,-7.2,-6.7
CC(=O)Nc1cccc(Oc2cnc3ccccc3n2)c1,-4.8,-3.7,-3.0,2.4,-1.1,-23.1,-5.4,-0.6,-10.6
Cc1ccc(N2C(=O)CC(N(O)C3CC(=O)N(c4ccc(C)cc4)C3=O)C2=O)cc1 (configuration not stated),-3.4,7.0,-10.6,-0.7,10.9,-11.5,-0.9,2.4,-9.9
CCOc1ccc(N2C(=O)CC(Sc3nc(CC(C)C)ccc3C#N)C2=O)cc1 (configuration not stated),-1.2,-7.8,-1.8,2.7,4.1,-10.9,-6.9,24.6,-6.4
Cc1cc(C)c(NC(=O)C2c3ccccc3Oc3ccccc32)c(C)c1,3.8,-12.9,17.0,1.6,6.4,0.9,-4.4,5.4,-6.5
COc1ccc(Cn2c(N)c(S(=O)(=O)c3cccs3)c3nc4ccccc4nc32)cc1,-5.1,-36.8,23.8,-2.5,-9.2,6.3,4.7,9.4,-9.7
COC(=O)[C@H](CCSC)NC(=O)N1CCN(Cc2ccccc2)CC1,-0.3,-32.8,18.8,0.2,-9.4,-7.2,3.6,2.9,-11.1
O=C(Nc1c2n(c(=S)n(-c3ccccc3)c1=O)CCCCC2)c1ccccc1,6.0,-6.6,-6.8,-2.1,6.9,5.3,-6.5,26.0,-4.9
COc1cc(/C=N/n2c(C)n[nH]c2=S)ccc1OCc1ccc(F)cc1,-3.1,2.6,-25.5,0.9,4.7,-3.9,-6.4,3.4,-6.1
CCCCn1c(O)c(N=NC(=O)c2ccco2)c2ccccc21,-2.0,2.3,25.6,-6.8,-0.6,15.7,0.4,4.2,-11.2
CCC(NC(=O)c1ccccc1O)c1ccccc1 (configuration not stated),6.7,-5.2,-10.4,-1.5,4.6,-3.0,-0.2,0.7,7.9
Cc1ccccc1-c1nnc(SCC(=O)Nc2cccc(C)c2C)o1,1.6,1.9,-5.5,0.3,12.8,6.2,-0.2,2.8,-2.6
O=C1c2ccccc2C2(c3ccccc3)NCCN12 (configuration not stated),2.2,-4.8,-4.2,-3.0,-4.3,0.6,-4.7,-5.9,-9.4
Cc1ccc(C(=O)OCC2OC3OC(C)(C)OC3C2O)cc1 (configuration not stated),-1.2,.,12.8,-0.1,-1.4,1.9,-2.2,0.8,-5.8
O=C(COc1ccc([N+](=O)[O-])cc1)NCCc1nc2ccccc2[nH]1,7.4,-10.7,6.4,0.7,.,9.2,-2.7,27.6,-2.2
CCO[C@H]1OC(C(=O)N2CCN(Cc3ccc4c(c3)OCO4)CC2)=C[C@@H](c2cn(C(C)=O)c3ccccc23)[C@@H]1CCCO,-3.0,.,3.7,-0.1,10.7,0.1,-2.9,9.5,-2.3
CC(=O)Nc1nonc1NC(=O)CSC1=NCCS1,4.7,1.6,1.7,-1.1,-1.4,-11.0,-3.5,5.3,-6.1
O=C(CCC(=O)OCC(=O)c1ccc(-c2ccccc2)cc1)Nc1cccc2cccnc12,-5.8,1.1,-38.2,-1.5,10.3,-6.9,0.3,-0.7,-5.8
CC(C)CC(=O)NN(C)c1nc(-c2ccccc2)nnc1C(F)(F)F,0.5,-19.6,-8.3,-1.0,5.5,-7.8,-1.7,-16.7,-5.4
CC(NC(=O)/C(C#N)=C1\N=C(NC(=O)c2ccco2)c2ccccc21)c1ccccc1 (configuration not stated),1.8,-4.0,-5.6,-0.3,.,-7.8,82.5,-45.4,-15.0
O=C(NCc1ccco1)c1sc2ccccc2c1Cl,-2.3,-3.5,-4.2,1.0,5.3,-24.5,-3.6,8.1,-11.7
NC(=S)NNC(=O)c1cccc(Cl)c1,-2.1,-14.0,-4.5,-1.6,.,1.5,-0.8,-13.2,-3.1
COc1ccccc1-n1cnnc1SCC(=O)Nc1nc(C)c(Cl)cc1Cl,5.2,-13.1,4.6,0.3,-0.2,12.4,3.5,-2.2,-0.8
COc1ccc(N2CCN(CC(O)COCCOc3ccc(Br)cc3)CC2)cc1 (configuration not stated),-4.7,-13.6,26.4,-7.4,3.6,13.6,3.3,3.2,-6.4
CCN1CCN(CCc2nc3cc([N+](=O)[O-])ccc3n2C)CC1,4.1,-5.1,17.2,-0.2,.,15.0,1.0,16.6,-10.7
CN(C)S(=O)(=O)c1ccc(C(=O)OCC(=O)Nc2cccnc2Cl)cc1,-0.6,-19.1,5.1,1.5,4.6,11.6,-5.3,-0.9,-1.3
COCCN1Cc2cccc(C(=O)NC(C)CCc3ccco3)c2C1=O (configuration not stated),1.2,-12.0,1.1,-3.3,-0.6,-10.2,0.2,21.0,0.2
O=c1c2ccccc2n(Cc2ccccc2F)c(=O)n1Cc1ccccc1F,2.1,-5.4,17.6,-1.4,3.8,-0.6,-4.7,0.4,-11.3
Cc1noc(C)c1COc1ccc(C(=O)NCCc2ccccn2)cc1,-1.1,-1.1,-2.5,0.0,0.5,11.4,1.4,20.5,-8.3
O=C(CCc1ccccc1)NNC(=O)c1ccccc1Br,-3.1,5.5,-7.2,-0.3,1.9,-5.4,1.4,3.2,-5.6
Cc1ccc(S(=O)(=O)NC2=NCN(Cc3ccccc3)CN2)cc1,-4.2,-15.6,-10.9,-0.7,-1.4,-5.8,-3.7,0.1,0.3
CCCSc1nc2c(cnn2-c2ccccc2)c(=O)[nH]1,1.5,-10.5,4.9,-2.1,4.5,-1.4,0.3,-0.7,-4.3
CCCCCc1nc2c(=O)n(C)c3ccccc3c2o1,-3.4,4.3,-12.9,-6.8,8.2,-16.9,-7.6,-0.2,-5.7
C#CCOCCOCCOCCNc1nc(N2CCN(C(=O)[C@H](Cc3cc4ccccc4[nH]3)n3cc(C(N)CC(C)C)nn3)CC2)nc(N2CCN(C(=O)[C@H](CCC(=O)O)n3cc(C(N)[C@H](C)CC)nn3)CC2)n1 (some centres not stated),-1.1,.,-1.7,2.5,-1.0,-7.8,8.9,6.0,1.4
Cc1ccc(S(=O)(=O)N2CCC(=O)N(CCOCc3ccc(F)cc3)CC2)cc1,9.6,.,9.8,-2.5,-2.2,2.6,-6.8,-6.9,-5.8
C/C(=C\c1ccccc1)C(=O)NCc1ccco1,4.0,-8.0,-8.1,-2.5,1.3,-0.7,-4.2,25.2,-5.4

# Some of the entries so far, with values under each structure:
# Results follow in this order: p97 ATPase inh, Mdm2 ligase inh, NPY-Y1 PAM-ag, Runt-CBFb FRET, NPY-Y1 antag, NPY2 pot ag, Runt-SMMHC FRET, Hck-Nef inh, RBBP9 inhibitor
CCN1CCN(CCc2nc3cc([N+](=O)[O-])ccc3n2C)CC1
→ 4.1, -5.1, 17.2, -0.2, ., 15.0, 1.0, 16.6, -10.7
CN(C)S(=O)(=O)c1ccc(C(=O)OCC(=O)Nc2cccnc2Cl)cc1
→ -0.6, -19.1, 5.1, 1.5, 4.6, 11.6, -5.3, -0.9, -1.3

# New compounds follow.
SMILES,p97 ATPase inh,Mdm2 ligase inh,NPY-Y1 PAM-ag,Runt-CBFb FRET,NPY-Y1 antag,NPY2 pot ag,Runt-SMMHC FRET,Hck-Nef inh,RBBP9 inhibitor
CCn1cc(C2=NC(C(C)C)CO2)c2ccccc21 (configuration not stated),-3.8,-17.0,8.1,2.3,7.8,15.8,4.8,4.4,-7.9
CC1CCN(S(=O)(=O)c2ccc3c(c2)oc(=O)n3CC(=O)N2c3ccccc3CC2C)CC1 (configuration not stated),-2.9,-5.2,-4.5,1.7,-5.7,-9.6,-3.1,0.7,-0.1
Cc1cccc(C)c1OCCNC(=O)CCC(=O)c1ccccc1,-2.4,-7.0,-18.9,-1.5,3.2,3.4,-0.3,2.3,-6.0
O=C(N/N=C/c1c[nH]c2ccccc12)c1ccn(Cc2ccc(Cl)cc2)n1,5.8,-2.3,24.7,1.2,-0.8,19.4,0.8,0.2,-4.8
Cc1cc(C)n2nc(C(=O)N/N=C/c3cccc(Cl)c3)nc2n1,-1.2,-5.9,3.3,1.2,.,0.5,-2.7,17.9,4.6
O=C1c2[nH]nc(-c3ccccc3O)c2C(c2ccccc2F)N1Cc1ccco1 (configuration not stated),-2.1,-7.5,5.4,2.4,-7.5,9.2,5.4,-0.4,-9.4
C=C1c2ccc(C)cc2NC(=O)N1c1ccccc1,-5.7,-12.7,-19.1,3.6,8.4,-6.7,6.9,0.7,1.6
Cc1sc2ncn(CC(=O)OCC(=O)NC(C)(C)C)c(=O)c2c1C,5.2,-18.6,-16.1,-1.5,-6.1,13.2,3.7,0.0,0.8
CCOc1cc(C2C(C#N)=C(N)OC(C)=C2C(C)=O)c(Br)c(Br)c1OC(C)C (configuration not stated),-8.8,.,0.4,-4.2,2.1,-1.6,-5.1,5.4,-8.1
COc1cccc(-n2c(C)nn(CCOc3ccccc3)c2=O)c1,2.1,-14.2,3.1,0.8,3.1,1.9,0.7,-1.1,0.4
Cc1ccc(CN/C=C/C(=O)c2ccc(Br)cc2)cc1,0.0,-15.0,-11.1,-1.4,11.1,-6.7,-2.3,1.0,-2.2
COc1ccc(C(=O)Nc2ccc(N3CCN(c4ccc(OC)cc4)CC3)c(C#N)c2)cc1,8.9,-13.5,10.7,2.1,-3.4,2.2,-1.1,0.9,0.3
CCc1cc[n+](-c2nc3ccccc3nc2[N-]S(=O)(=O)c2ccc(Br)s2)cc1,4.6,-0.7,10.7,-9.3,-3.6,-3.2,69.1*,0.3,-5.1
CC(=O)Nc1ccc(N2CCc3c(C)c(C#N)c4nc5ccccc5n4c32)cc1,5.7,0.7,-0.6,4.2,1.6,-2.2,80.6*,4.0,0.8
COc1ccc(NC(=O)c2c(C(F)(F)F)nn(C)c2SCc2ccccc2Cl)cc1,-0.8,-7.6,15.3,0.2,6.7,0.4,-3.7,2.2,-4.8
COC(=O)CC1Nc2ccccc2SC1=O (configuration not stated),5.6,4.2,-1.3,2.1,3.3,1.3,2.9,3.6,0.1
COc1ccc2c(=O)c3c(=O)n(Cc4ccco4)c(-c4ccco4)nc3oc2c1,3.7,-3.5,-3.9,22.9,-1.8,-2.4,11.0,1.2,-0.4
CCOC(=O)Cn1nc(C)c(NC(=O)c2ccc(Cl)c([N+](=O)[O-])c2)c1C,3.8,23.0,-2.7,2.1,-0.8,8.4,0.4,20.6,1.2
Nc1nn(-c2ccccc2)nc1C(=O)OCc1ccccc1,2.2,.,-31.9,0.2,.,-22.1,3.0,17.5,-2.3
